# Compound activity as filed in PubChem.
# NR1D1 modulator – modulates human Rev-erb alpha binding to DNA. Rev-erbα–FITC-DNA binding, fluorescence polarization, 90 min. P20393. activity, % at 10 µM. 370,000 compounds, 0.79% hits;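 active = activity above about 14%, limit read from the data; passing the limit was not always enough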;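 note: 0% = DMSO wells with 35 nM protein and 100% = DMSO wells with 750 nM protein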
# HTRA1 inh – HTRA1 (human) protease inhibition; inhibition, % at 5.96 µM; 340,000 compounds, 0.5% hits; recombinant HTRA1, FP-rhodamine activity-based probe, fluorescence polarization; Q92743; in the data active = inhibition above about 36%;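 note: 0% = enzyme with DMSO and 100% = wells lacking enzyme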
# Target sequence (Q92743 whole entry, looked up): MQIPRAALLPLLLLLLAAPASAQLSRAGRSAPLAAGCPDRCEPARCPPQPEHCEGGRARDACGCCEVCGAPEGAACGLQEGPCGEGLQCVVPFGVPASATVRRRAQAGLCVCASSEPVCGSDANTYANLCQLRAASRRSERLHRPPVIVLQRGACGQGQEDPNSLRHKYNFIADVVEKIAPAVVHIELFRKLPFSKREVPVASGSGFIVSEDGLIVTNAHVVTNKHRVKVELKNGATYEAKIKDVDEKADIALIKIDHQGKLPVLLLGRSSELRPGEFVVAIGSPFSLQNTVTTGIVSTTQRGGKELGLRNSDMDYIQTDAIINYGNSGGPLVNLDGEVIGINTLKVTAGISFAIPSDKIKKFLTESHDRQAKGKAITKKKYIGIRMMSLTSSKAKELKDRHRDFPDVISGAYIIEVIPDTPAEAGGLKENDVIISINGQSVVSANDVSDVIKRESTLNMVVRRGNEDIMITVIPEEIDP
# PG9 Ab binder – binds the HIV-1 gp120 antibody PG9. TR-FRET gp120-PG9 antibody binding. inhibition, % at 6.7 µM. 360,000 compounds, 0.43% hits. AID 624416; in the data active = inhibition above about 8.5%
# TDP2 inh – blocks human TDP2 phosphodiesterase activity. O95551. 370,000 compounds, 0.34% hits. inhibition, % at 12.8 µM. recombinant TDP2, T5PNP hydrolysis, p-nitrophenol absorbance 415 nm;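 active = inhibition above the mean of all tested compounds plus 3 SD, set per campaign, cut at about 25% in these data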;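 note: 0% = DMSO with enzyme and 100% = buffer with substrate but no TDP2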
#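 Test system: human TDP2 enzyme; Input: 120 nM TDP2 per well; Buffer or medium: Mg2+-containing Tris-HCl buffer, pH 7.5; Reagent: 5 mM T5PNP; Dosing: 12.8 µM single point, 1% DMSO; Incubation: reaction 2 h, 37 °C; Detection: p-Nitrophenol epi absorbance; Read-out: % inhibition relative to enzyme-containing and enzyme-free wells; Replicates: single well per compound.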
# rCAG binder – binds r(CAG) RNA repeats. r(CAG) RNA repeat, TO-PRO-1 dye displacement fluorescence. inhibition, % at 3 µM. 370,000 compounds, 1.3% hits;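 active = inhibition above the plate cutoff, the mean of all test compounds on that plate plus 3 SD, cut at about 35% in these data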;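 note: 0% = DMSO alone and 100% = 100 µM mitoxantrone as full dye displacement; higher means more dye released from RNA so lower well fluorescence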
# mABHD4 FP – inhibitors of mouse ABHD4; inhibition, % at 8.92 µM; AID 720543; 370,000 compounds, 0.54% hits; purified mABHD4, FP-Rh probe fluorescence polarization;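 active = inhibition exceeding the mean over every tested compound plus 3 SD, cut at about 30% in these data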;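 note: 0% = plate median of compound wells and 100% = S159A mutant with DMSO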
# Target sequence (Q8VD66 whole entry, looked up): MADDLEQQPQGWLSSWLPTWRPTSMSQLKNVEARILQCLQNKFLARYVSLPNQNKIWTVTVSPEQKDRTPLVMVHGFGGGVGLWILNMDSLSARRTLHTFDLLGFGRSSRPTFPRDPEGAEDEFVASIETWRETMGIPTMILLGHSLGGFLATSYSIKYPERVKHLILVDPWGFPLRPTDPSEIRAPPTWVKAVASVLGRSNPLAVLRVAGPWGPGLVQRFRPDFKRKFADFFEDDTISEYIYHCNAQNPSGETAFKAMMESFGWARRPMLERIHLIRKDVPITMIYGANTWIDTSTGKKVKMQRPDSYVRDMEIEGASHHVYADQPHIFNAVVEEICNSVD
#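 Material: mouse ABHD4 enzyme, wild type; Benchmarks: S159A mutant high control, sample median low control; Buffer or medium: HEPES pH 7.0, NaCl, Pluronic buffer; Signal: fluorescence polarization; Read-out: percent inhibition of probe binding, normalized to plate controls; Timing: pre-incubation 45 min, probe exposure 60 min, at 25 °C; Dosing: 8.92 µM, single dose.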
# TCR-CD3 inh – human TCR-CD3 binding inhibition | AID 651800 | TAMRA-labeled TCR probe fluorescence, biochemical | inhibition, % at 9.4 µM | 360,000 compounds, 0.37% hits; in the data active = inhibition above about 19%;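 note: recombinant mutant TCR 2C K166C tagged with TAMRA read by polarization; 0% = receptor in buffer alone and 100% = receptor with positive control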
# LEDGF integ inh – blocks HIV-1 LEDGF/p75-dependent DNA integration; TR-FRET IN-LEDGF/p75 DNA integration, Eu/Cy5; inhibition, % at 3.7 µM; 370,000 compounds, 0.64% hits; AID 743269;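 active = inhibition above the screen-wide mean plus 3 SD, cut at about 13% in these data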;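 note: signal is the Cy5 over europium emission ratio at 671 and 618 nm; 0% = plate median of compound wells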
# PRMT1 FP inh – inhibitors of human PRMT1. recombinant PRMT1, activity-based probe fluorescence polarization. 370,000 compounds, 1.3% hits. inhibition, % at 2.79 µM. AID 652257. Q99873;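 active = inhibition above about 21% made by adding two undisclosed values, limit read from the data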
# SIAE inh – inhibitors of human sialic acid acetylesterase SIAE; inhibition, % at 9.66 µM; Q9HAT2; 370,000 compounds, 0.69% hits; SIAE FP-Rh probe binding, fluorescence polarization; AID 1053197;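 active = inhibition above a cutoff: mean of compounds within the control limits plus 3 SD of those, cut at about 17% in these data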;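 note: 0% = plate median of compound wells and 100% = probe without SIAE protein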
# The depositor's hits bear a star; · = not tested or not shown; & = joins results of further samples. An excerpt; rates above refer to the full screens.
SMILES,NR1D1 modulator,HTRA1 inh,PG9 Ab binder,TDP2 inh,rCAG binder,mABHD4 FP,TCR-CD3 inh,LEDGF integ inh,PRMT1 FP inh,SIAE inh
Cc1cc(C)cc(OCC(=O)Nc2nc3ccc([N+](=O)[O-])cc3s2)c1,7,-1,-0.7,-8,5,-4,2,3,-2,1
CC(C)c1ccc(CC(=O)N2CCC2(C)C(=O)NS(=O)(=O)c2cccc(OC(F)F)c2)cc1 (configuration not stated),2,·,-1.8,5,35*,9,7,0,3,0
Cc1ccccc1CN1C(=O)CSCC1(C)C(=O)NC(C)C (configuration not stated),1,·,1.2,-2,1,-5,4,4,-2,-1
Brc1cnc(N2CCCC2)nc1N1CCOCC1,-2,5,-2.7,-9,-4,3,8,3,0,1
COc1ccc(C(=O)N/C(=C\c2ccc(OC)c(OC)c2)C(=O)N2CCCCC2)cc1,-1,2,-0.6,7,-4,5,-2,0,2,-2
Clc1cccc(N/N=C(\Cc2nc3ccccc3[nH]2)c2ccccc2)c1,6,-11,-0.8,-1,16,-12,-6,1,5,6
O=C(c1cc(-c2cccs2)nc2ccccc12)N1CCN(S(=O)(=O)c2cccc(F)c2)CC1,-5,-30,0.7,4,5,4,-1,0,-3,-10
CC(C)N1CC(C(=O)Nc2cc(Cl)cc(Cl)c2)CC1=O (configuration not stated),2,-12,-1.2,-6,-6,-6,-5,-2,2,1
COc1ccc(N(CC(=O)Nc2cccnc2)S(C)(=O)=O)cc1,-5,7,-1.8,5,-1,7,4,2,0,3
CCC(=O)NC(=S)NNC(=O)c1ccc(O)cc1,-3,-11,-0.4,-2,0,3,9,-1,9,-2
Cc1cccc(N2CCC(NCc3c(C(=O)N4CCCCC4)nc4c(C)cccn34)CC2)c1,-1,8,-0.6,-1,-12,7,-3,-5,7,0
COc1ccc(NC(=O)COC(=O)COc2cccc3c2OC(C)(C)C3)cc1,-4,-4,-1.3,12,-5,4,2,1,0,-2
CCNC(=O)C[C@@H]1CC[C@@H]2NC[C@@H](O)COC[C@H]2O1,-4,·,-0.7,-6,1,10,-3,-3,1,-3
Cc1ccc2c(c1)COc1c3ccc(C(=O)NCCO)cc3nn1-2,8,-4,-1.4,-6,2,1,4,1,-1,1
COc1ccc(/C=N/N2CCN(C)CC2)cc1O,-4,-9,-0.1,4,1,1,2,0,0,6
O=[N+]([O-])c1cccc(/C=N/NC2=NCCCCC2)c1,0,2,-2.8,2,2,-5,-5,-4,4,-1
CC(OC(=O)Cn1cnc2ccccc2c1=O)C(=O)N(C)c1ccccc1 (configuration not stated),-3,1,-1.0,6,-3,3,-8,0,0,8
O=C(N/N=C/C=C/c1ccco1)c1ccccc1Cl,-1,8,-4.3,2,8,12,-2,8,15,10
Nc1ccc(Cc2ccc([N+](=O)[O-])cc2)cc1,-3,5,-2.6,-1,2,-3,0,0,-1,-1
CCCCC1CCC(c2nc(-c3cccnc3)no2)CC1 (configuration not stated),-6,3,-0.1,1,-5,8,-3,-2,-3,-1
CCCn1c(O)c(N=NC(=O)c2ccco2)c2ccccc21,4,-3,-3.8,-3,-2,-8,-4,-5,-1,-2
Cc1cccc(CCNC(=O)C2CCN(S(=O)(=O)c3cccc4nsnc34)CC2)c1,-5,3,-0.1,3,-5,1,1,4,-1,12
Cc1ccc(O)c(NC(=O)c2cccc(S(=O)(=O)N3CCCCC3)c2)c1,0,-19,-1.7,-1,5,3,-6,-4,0,-3
COc1ccccc1CN(C)c1nnnn1-c1ccccc1,-4,-5,2.4,-5,-3,2,1,-1,3,-4
FC(F)(F)c1cnc(N/N=C/c2ccncc2)c(Cl)c1,5,2,-1.0,15,-4,3,-2,1,0,4
Cc1cccc(C(=O)N=C2SC3CS(=O)(=O)CC3N2c2ccccc2)c1 (configuration not stated),5,-2,3.3,9,2,-5,6,3,1,-2
Cc1ccccc1Cn1cc(/C=N/n2cnnc2)c2ccccc21,0,-29,-0.3,-11,-2,-2,-4,3,0,-3
O=C1c2ccc(-c3nc4ccccc4o3)cc2C(=O)N1Cc1ccccc1,-4,6,-1.2,9,-7,1,4,-1,-2,1
O=C(Cc1ccc(Cl)cc1)N/N=C/c1ccc(O)c(O)c1,-2,63*,-1.1,-10,6,33*,8,-8,3,-8
Cn1c2ccsc2c2ncn(Cc3ccc(F)cc3)c(=O)c21,4,-7,0.0,1,1,-2,-5,-5,1,2
Cc1ccc(NC(=O)COC(=O)C2CC3CCCC(C2)C3=O)c([N+](=O)[O-])c1 (configuration not stated),-7,-3,0.5,2,-1,-1,1,0,1,-4
Nc1ncnc2c1ncn2[C@@H]1O[C@H](C(=O)N[C@H](CO)Cc2ccc(O)cc2)[C@@H](O)[C@H]1O,-2,·,-2.0,-2,1,0,1,1,-3,6
CCCNC(=O)c1cccc(COCC(F)(F)F)c1,2,0,1.1,-2,-4,5,2,0,1,-5
CN(C(=O)CSc1nnc(C2CC2)n1C1CC1)C1(C#N)CCCCC1,-4,10,-0.9,4,-1,0,-4,-5,2,3
COCCOC1CCN(C(=O)c2cc(COc3ccc(F)cc3F)on2)CC1,-5,3,-3.0,6,-9,4,-1,-5,0,-3
CC1(C(=O)NS(=O)(=O)C2CC2)CCCN(C(=O)c2cccnc2Oc2ccccc2)C1 (configuration not stated),2,·,-1.3,1,2,1,-1,0,3,-2
CCOC(=O)c1cnc2c(N=Nc3ccccc3)c(N)nn2c1N,1,-4,-1.3,-7,3,1,-5,-4,1,-9
CS(=O)(=O)N(CC(=O)O)c1cc(C(F)(F)F)ccc1Cl,0,-3,-2.2,7,0,2,6,4,1,0
Cc1ccc2c(c1)NCC(C(=O)NCc1ccccc1)O2 (configuration not stated),4,7,-1.5,6,3,-3,11,3,-4,7
Cn1nnc(NC(=O)c2cccc(F)c2)n1,0,9,1.0,-3,-1,5,-7,1,3,-2

# Grouped by structure, the compounds so far containing a furan ring, fused or not (2)
SMILES,NR1D1 modulator,HTRA1 inh,PG9 Ab binder,TDP2 inh,rCAG binder,mABHD4 FP,TCR-CD3 inh,LEDGF integ inh,PRMT1 FP inh,SIAE inh
O=C(N/N=C/C=C/c1ccco1)c1ccccc1Cl,-1,8,-4.3,2,8,12,-2,8,15,10
CCCn1c(O)c(N=NC(=O)c2ccco2)c2ccccc21,4,-3,-3.8,-3,-2,-8,-4,-5,-1,-2

# New compounds follow
SMILES,NR1D1 modulator,HTRA1 inh,PG9 Ab binder,TDP2 inh,rCAG binder,mABHD4 FP,TCR-CD3 inh,LEDGF integ inh,PRMT1 FP inh,SIAE inh
O=S(=O)(/N=C(/Nc1cc(N2CCOCC2)ncn1)c1ccc(F)cc1)c1ccccc1,1&6,4&-2,0.4&-0.1,-1&5,3&-3,2&4,-7&1,-2&1,0&-2,2&-4
O=C(Nc1cccc(F)c1)c1ccc(CSc2ccccc2)o1,5,-16,-0.7,2,-4,-6,-7,1,-3,-6
CC(=O)Nc1cccc(-c2ccnc3c2CC(C)(C(=O)Nc2ccc(C(C)C)cc2)O3)c1 (configuration not stated),0,·,-2.7,-2,6,-29,6,1,0,-36
Cc1cccc(N(CC(=O)NCCSCc2ccco2)S(=O)(=O)c2ccccc2)c1,3,-18,0.2,-6,-4,-5,8,1,6,-4
CC(=O)C1=C(O)C(=O)N(c2nccs2)C1c1ccccc1 (configuration not stated),1,0,0.9,0,4,8,11,0,7,0
O=C(NCCN1CCOCC1)c1cc(Cl)ccc1[N+](=O)[O-],-1,·,1.2,23,-1,2,-4,1,2,3
CSc1nc(SCC(=O)O)c2c3c(sc2n1)COC(C)(C)C3,4,3,2.5,11,7,1,0,3,-3,6
COC(=O)/C(=C/c1c[nH]c2ccccc12)[N+](=O)[O-],3,-5,-1.2,-9,0,3,-1,1,-1,3
Cc1cn(CC(=O)NCc2nc3ccccc3[nH]2)c(=O)[nH]c1=O,1,·,-2.6,-5,0,1,5,-1,-2,-2
CCOC(=O)[C@@]12CN(C(=O)OC(C)(C)C)CC=C1N(Cc1ccc(OC)cc1)C(=O)[C@H]2CC(=O)NCCC(C)C,-2,·,·,-1,-2,8,·,1,2,3
CCOC(=O)c1nc(NCc2cccc(OC)c2)c2ccccc2n1,6,-2,-2.0,-2,-2,-3,4,4,1,-1
CN1CCCCC(NC(=O)c2ccccn2)C1=O (configuration not stated),1,·,0.7,2,2,0,-11,1,-2,-2
COC(=O)CNC(=O)c1ccccc1C,-3,-1,1.8,-6,1,-9,-8,0,2,-5
COc1ccc(CC(=O)N2N=C(C)CC2(O)C(F)(F)F)cc1 (configuration not stated),-1,2,0.1,-1,0,-13,1,1,3,-5
C[C@H]1[C@H](c2ccccc2)Oc2cccc(N3CCCC3)c2S(=O)(=O)N1Cc1cccc(F)c1,4,·,1.6,4,3,3,0,-3,-4,1
CCCC(C(=O)n1nc(C)cc1C)C(NS(=O)(=O)c1ccc(C)cc1)c1ccccc1 (configuration not stated),3,-31,-1.7,-11,-7,-11,7,-1,0,-4
CCOC(=O)C1=C(C)N(c2ccccc2)C(=O)C1,-8,-1,0.9,6,4,7,4,0,0,-2
Cc1cc(C(=O)N/N=C/c2ccc(-c3ccc([N+](=O)[O-])cc3Cl)o2)n[nH]1,-22,0,-2.0,-17,5,7,2,0,-9,-1
COc1ccc(NC(=O)[C@@H](NC(=O)c2ccccc2F)C(C)C)cc1S(=O)(=O)N1CCOCC1,-9,-3,1.5,10,-3,1,1,-4,1,2
O=C(O)c1ccc(Cn2c(SCc3cc(=O)n4cc(Br)ccc4n3)nc3ccsc3c2=O)cc1,-4,·,5.5,-6,5,-1,1,-2,1,-4
CN(C)CCN1CCN(C2CN(Cc3ccccc3)S(=O)(=O)C2)CC1 (configuration not stated),-5,·,-1.4,2,2,5,-6,-3,5,3
Cc1cc(NS(=O)(=O)c2ccc(NC(=O)NC3CCCCC3)cc2)no1,3,-3,2.6,1,4,3,-1,0,3,0
O=C(COC(=O)/C=C/c1ccccc1)NNC(=O)c1ccccc1F,-10,0,-2.3,7,2,-5,-2,0,0,1
CCn1nnc(NC(=O)c2c(OC)cccc2OC)n1,-3,-6,-1.0,3,-4,-3,0,-2,2,-3
O=C1CSC(c2cn(-c3ccccc3)nc2-c2cc3ccccc3oc2=O)N1Cc1cccnc1 (configuration not stated),-1,-19,0.3,11,-5,1,4,-3,0,9
Cc1cc(C)n(CCCNC(=O)Cn2nnnc2CN2C[C@@H](C)O[C@@H](C)C2)n1,-5,2,-0.6,-8,3,-2,1,0,-2,-7
COc1ccc(N=C2NC(=O)/C(=C\C=C\c3ccco3)S2)cc1,-22,38*,-2.1,16,44*,25,5,23*,20,9
O=C(Nc1ccccc1F)c1ccccc1-c1ccc(C(F)(F)F)cc1,0,-17,-0.5,1,-5,-15,4,-1,0,1
